# Nrf2 activator: activators of Nrf2 (ARE) signaling. AREc32 ARE-luciferase reporter (MCF7-derived line), luminescence, 24 h. AID 624171. 0.31% of 410,000 active. Potency, µM (highest dose often 46.1 µM), for inactives: at the top dose activation, usual class: activators; also: % of control where 0% means no effect; nearly all actives have a fitted effect of over 65% in size
#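 ARE activation measured as luciferase luminescence (Steady-Glo, 30 min RT) in AREc32_Fluc cells after 24 hr compound exposure at 37 deg C, 5% CO2; cells seeded overnight at 1000/well in OPTI-MEM, 5% FBS.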
# ATXN2 expr inh: reduces ATXN2 reporter expression in HEK-293 cells; HEK-293 ATXN2-luciferase reporter, luminescence, 24 h; Potency, µM (doses to about 57 µM), inactives show at the highest dose activity change, negative = inhibition, hits mostly inhibitors; 0.72% of 360,000 active; AID 1745845; also: % is scaled to controls: 0 for no effect and ±100 for the full control effect; nearly all actives have a fitted effect of over 55% in size
#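 qHTS (up to 57 uM final) was run with 24 h compound exposure of reporter cells at 37 °C. Each well was multiplexed: SteadyGlo luminescence measured ATXN2-luciferase expression after a fluorogenic Gly-Phe-AFC viability readout (25 uM final).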
# Nrf2 block: Nrf2 pathway inhibition; Potency, µM (top dose mostly 46 µM), without a hit: top-dose activity change, negative = inhibition, most hits filed as inhibitors; 2.1% of 360,000 active; A549 ARE-Fluc reporter, luciferase luminescence, 18-24 h; also: % is scaled to controls: 0 for no effect and ±100 for the full control effect; nearly all actives have a fitted effect of over 60% in size
#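 Concentration-response testing used A549 ARE_Fluc cells at 5000 cells/well. Following an 18-24 h compound incubation, viability was read by fluorescence (Ex 405/Em 525) and luciferase output by luminescence.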
# A549 viability: kills or reduces viability of A549 cells in Nrf2 counter-screen. Potency, µM (highest dose often 46 µM), for inactives: at the top dose activity change, negative = cytotoxicity, most hits filed as inhibitors. AID 504648. 0.16% of 390,000 active. A549 ARE-Fluc cells, CellTiter-Fluor viability, 18-24 h; also: % is scaled to controls: 0 for no effect and ±100 for the full control effect
#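 A549 ARE_Fluc cells in 5% FBS OPTI-MEM were exposed to compounds in concentration-response for 18-24 h at 37 deg C. Viability was read by CellTiter-Fluor fluorescence (Ex 405/Em 525) after 30 min, before the luciferase read.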
# EPAC2 antagonist: EPAC2 (human) antagonism; Q8WZA2; EPAC2 GEF exchange of Rap1B-BODIPY-GDP, fluorescence; Potency, µM (series often up to 114 µM), without a hit: top-dose activity, negative = inhibition, actives largely listed as inhibitors; 0.18% of 360,000 active; also: % is scaled to controls: 0 for no effect and ±100 for the full control effect; nearly all actives have a fitted effect of over 45% in size; many of its hits are not listed in these tables
# Target sequence (Q8WZA2 whole entry, looked up): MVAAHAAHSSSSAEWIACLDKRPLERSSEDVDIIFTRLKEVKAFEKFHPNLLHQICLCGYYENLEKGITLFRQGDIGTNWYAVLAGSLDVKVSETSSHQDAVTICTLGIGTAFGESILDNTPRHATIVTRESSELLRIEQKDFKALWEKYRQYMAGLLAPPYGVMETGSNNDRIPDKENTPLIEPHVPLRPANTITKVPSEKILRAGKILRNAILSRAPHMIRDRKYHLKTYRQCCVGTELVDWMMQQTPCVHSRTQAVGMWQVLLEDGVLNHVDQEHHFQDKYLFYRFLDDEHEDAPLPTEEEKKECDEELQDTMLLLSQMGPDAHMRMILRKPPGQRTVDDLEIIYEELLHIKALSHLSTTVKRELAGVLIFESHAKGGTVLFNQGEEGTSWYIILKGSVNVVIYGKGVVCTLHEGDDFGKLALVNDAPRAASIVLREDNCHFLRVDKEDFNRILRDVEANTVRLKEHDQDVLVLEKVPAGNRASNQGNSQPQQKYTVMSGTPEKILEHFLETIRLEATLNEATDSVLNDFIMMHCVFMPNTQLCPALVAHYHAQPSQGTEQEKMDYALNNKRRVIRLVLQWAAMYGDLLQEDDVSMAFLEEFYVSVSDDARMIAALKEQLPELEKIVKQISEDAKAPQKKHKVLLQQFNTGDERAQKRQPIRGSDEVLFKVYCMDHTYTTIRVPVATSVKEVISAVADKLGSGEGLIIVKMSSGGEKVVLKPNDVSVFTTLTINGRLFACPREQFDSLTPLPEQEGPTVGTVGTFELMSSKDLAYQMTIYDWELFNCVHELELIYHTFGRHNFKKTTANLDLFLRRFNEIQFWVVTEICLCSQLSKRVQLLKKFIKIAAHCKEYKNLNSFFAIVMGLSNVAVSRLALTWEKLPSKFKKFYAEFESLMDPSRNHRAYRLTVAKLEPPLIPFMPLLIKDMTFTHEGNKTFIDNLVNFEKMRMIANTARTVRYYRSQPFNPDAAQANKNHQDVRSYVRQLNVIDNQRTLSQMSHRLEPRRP
# HepG2 tox: HepG2 cytotoxicity, counter-screen for TGF-b inhibitors; HepG2 CAGA-GFP viability, ATP luminescence, 18 h; Potency, µM (titrated, usually from 46.1 µM), for inactives: at the top dose activity change, negative = cytotoxicity, hits mostly cytotoxic; 0.76% of 410,000 active; also: some results filed as inactive show a strong effect at the top dose
#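 CellTiter-Glo luminescence gave cytotoxicity after 18 hours at 37 degrees C. The cells were HepG2 CAGA-GFP in 1% FBS DMEM, stimulated with 500 pg/mL TGF-beta after compound addition. %Activity was normalised to no-cell wells (complete cell-killing) and DMSO (no toxicity), and curves were fitted and classified.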
# S2 tox: reduces viability in counter-screen for ATXN expression inhibitors. S2 cells (HEK-293 line with an ATXN2-luciferase reporter) viability, CellTiter-Fluor protease fluorescence, 24 h. Potency, µM (series often up to 56.7 µM), most hits filed as cytotoxic. 0.49% of 400,000 active. AID 651635; also: nearly all actives have a fitted effect of over 40% in size
# TGFb inhibitor: inhibitors of TGF-b signaling; HepG2 CAGA-GFP TGF-b/SMAD3 reporter, GFP fluorescence, 18 h; TGF-beta stimulated, 500 pg/mL final; Potency, µM (doses to about 46.1 µM), for the others: at the top dose activity, negative = inhibition, usual class: inhibitors; 1.2% of 410,000 active; AID 588855; also: % is scaled to controls: 0 for no effect and ±100 for the full control effect; nearly all actives have a fitted effect of over 65% in size
#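 Per well, imaged GFP fluorescence of HEPG2 CAGA-GFP cells gives the signal; cells get compound, then TGF-beta (500 pg/mL final), 18 h at 37 degrees C; %Activity versus -TGF-beta and +DMSO controls.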
# MCF10A rerep: DNA re-replication induction in MCF 10a cells; MCF 10A DNA re-replication, Hoechst nuclear intensity, 48 h; Potency, µM (doses to about 46.1 µM), without a hit: top-dose activity, positive = re-replication, most hits filed as activators; 2.9% of 350,000 active; also: % of control where 0% means no effect; nearly all actives have a fitted effect of over 50% in size
# * hit, by the source's call; i = inactive; ? = inconclusive; nt = no result given; & = joins results of further samples; [ ] = another dose, or the depositor's remark. Calls follow the shape of the dose curve; as a rule, active = well fitted curve in the direction sought with a large enough effect; inconclusive = small, poorly fitted or top-dose-only effect, or another doubt; inactive = no such curve, though single readings can be large; an effect the other way counts as inactive or inconclusive. Potency is read from the fitted curve at half-maximal effect. The list is partial, so the mix of outcomes need not match the whole.
mol	TGFb inhibitor	Nrf2 block	MCF10A rerep	A549 viability	EPAC2 antagonist	S2 tox	HepG2 tox	ATXN2 expr inh	Nrf2 activator
CCOc1ccc(OCC)c(NC(=O)C2CCCN(S(=O)(=O)c3cccs3)C2)c1 (centres undefined)	6%	?	19%	-2%	-5%	?	1%	-39%	3.7%
CCOc1ccccc1NC(=O)NCCCCc1ccccc1	-10%	3%	25%	-5%	-3%	i	3%	15%	0.5%
Cc1cc(C)c(C)c(S(=O)(=O)N2C(=S)NC(=O)C2CC(C)C)c1C (centres undefined)	-21%	nt	?	-5%	-7%	?	-9%	6%	0.7%
CC1CC(=O)Nc2ccccc2N1C(=O)CSc1ccc2ccccc2n1 (centres undefined)	1%	-30%	16%	-1%	-4%	i	-54%	-12%	-0.2%
Cc1ccc(NC(=O)/C=C/c2ccc3c(c2)OCO3)cc1S(=O)(=O)N1CCOCC1	-5%	-5%	-50%[inhibitor]	-4%	-2%	i	-1%	-7%	1.6%
Brc1ccccc1-c1nnc(-c2cccnc2)o1	31%[activator]	?	nt	-2%	-2%	i	-6%	23%	16µM*
COc1ccc(CNC(=O)/C=C/[C@H]2O[C@@H](n3cnc4c(NC(=O)c5ccccc5)ncnc43)[C@H](O)[C@@H]2O)cc1	21%	nt	nt	nt	0%	i	10%	-3%	0.4%
CC(=O)N(CCCc1ccc(C(C)(C)C)cc1)CCCN(C)C	-3%	-10%	-2%	-4%	-10%	i	-43%	-6%	0.8%
COc1ccc(-c2cc(C(=O)NCCc3ccccc3)c3c(-c4ccccc4)[nH]nc3n2)cc1OC	?	12%	nt	0%	nt	i	-39%	15%	2.0%
COC(=O)c1scc(-c2ccc(C)cc2)c1S(=O)(=O)N1CCN(c2ccccc2F)CC1	-2%	?	nt	21%	nt	i	-17%	2%	-0.9%
CCOc1ccc2c(c1)C(C)=CC(C)(C)N2S(=O)(=O)c1ccc(C)cc1	?	6%	23%	-7%	-14%	?	-30%	0%	-0.7%[9.22 µM]
COC(=O)c1ccc(NC(=O)C2CCN(S(=O)(=O)c3ccc4c(c3)CCCN4C(C)=O)CC2)cc1	-10%	nt	nt	6%	nt	i	-20%	-32%	7.5%
Cn1cc(-c2ccccc2C(N)=O)c(=O)c2cc(Cl)ccc21	25%	?	-5%	-4%	17%	i	6%	-9%	18%
COc1ccc(/C(C)=N/NC(=O)c2ccc(CSc3nncn3C)cc2)cc1	?	-8%	-5%	2%	1%	i	-4%	0%	-0.4%
C/C(=N\OCc1ccccc1C#N)c1cc2ccccc2o1	-1%	-2%	-4%	-4%	-9%	i	-1%	nt	-0.7%
CC(C)NC(=O)Nc1ccc2c(c1)CC(=O)N([C@@H](C)CO)C[C@H](C)[C@@H](CN(C)C(=O)NC1CCCCC1)O2	6%	12%	14%	1%	5%	i	-3%	6%	0.0%
COc1ccc(OC)c(-c2cc(C(=O)Nc3c(C)nn(Cc4ccc(Cl)cc4)c3C)no2)c1	-3%	nt	2%	0%	-10%	i	-8%	-30%	0.5%
Cn1c(CCNC(=O)c2ccco2)nc2cc(NS(=O)(=O)c3ccc(Cl)cc3)ccc21	?	-16%	?	14%	4%	i	2%	10%	0.0%
COc1ccc(C)cc1-n1cnnn1	2%	0%	-1%	-7%	3%	i	-7%	nt	-0.9%
COc1ccc(Cl)cc1NC(=S)N(Cc1cccnc1)Cc1ccco1	0%	-10%	3%	2%	-1%	i	-15%	-5%	-0.3%
COc1ccc(C(=O)COC(=O)c2cc(-c3cccs3)nc3ccccc23)cc1	1%	-4%	nt	2%	nt	i	-24%	54%[activator]	4.2%
CN(C)c1nc(N)nc(Nc2ccccc2C#N)n1	?	nt	-2%	2%	18%	i	10%	4%	2.7%
CN1CCC(=O)N([C@H](CSc2ccccc2)Cc2ccccc2)CC1	6%&-3%	7%	-8%	-1%	13%	i	-5%&1%	6%	0.0%
Cc1c(N=C2SCC(=O)N2/N=C/c2ccccc2Cl)c(=O)n(-c2ccccc2)n1C	-1%	-1%	20%	2%	-13%	i	-7%	10%	4.1%
Cc1ccc(S(=O)(=O)N2CCCC(C(=O)NC3CCCC3)C2)cc1Cl (centres undefined)	9%	-20%	1%	2%	-14%	i	-16%	-15%	-0.2%
Cc1ccc(S(=O)(=O)N2C[C@@H]3[C@H]4CC[C@H](C4)[C@@H]3[C@@H](C)[C@@H]2c2cccn2Cc2ccccc2)cc1	-16%	-14%	2%	?	14%	i	-36%	-18%	1.7%
COc1ccc(C2(C)ON(c3ccccc3C(F)(F)F)C2=O)cc1 (centres undefined)	-11%	-7%	?	12%	-11%	?	-20%	?	6.9%
CCN(CC)S(=O)(=O)c1ccc(N(C)C)c(NC(=O)CSCc2c(C)noc2C)c1	-1%	?	13%	?	-2%	i	23%	-13%	3.5%
COC(=O)Cc1ccc(NC(=S)NCc2ccccc2)cc1	-4%	-12%	1%	16%	-7%	i	-19%	-6%	-1.7%
COc1nc(-c2ccccc2)ccc1-c1noc(-c2ccccc2)n1	?	?	3%	-2%	8%	i	-7%	25%	?

# 3 entries from above, arranged by their value in TGFb inhibitor, largest number first:
Molecule	TGFb inhibitor	EPAC2 antagonist
COc1ccc(C)cc1-n1cnnn1	2%	3%
COC(=O)c1scc(-c2ccc(C)cc2)c1S(=O)(=O)N1CCN(c2ccccc2F)CC1	-2%	nt
COc1ccc(C2(C)ON(c3ccccc3C(F)(F)F)C2=O)cc1 (centres undefined)	-11%	-11%

# Further results:
mol	TGFb inhibitor	Nrf2 block	MCF10A rerep	A549 viability	EPAC2 antagonist	S2 tox	HepG2 tox	ATXN2 expr inh	Nrf2 activator
C#CCN(C[C@@H]1[C@@H](OC(=O)NCc2ccco2)[C@@H](OC(=O)NCc2ccco2)Cn2c(=O)ccc(=O)n21)S(=O)(=O)c1ccc(C)cc1	?	nt	nt	nt	-8%	25µM*	-34%	14µM*	-6.0%
Cc1ccccc1Cn1ccc(NC(=O)c2cnn3c(C(F)(F)F)cc(-c4ccco4)nc23)n1	-22%	?	?	-9%	2%	i	2%	-21%	-0.5%
CCOC(=O)c1sc(N)c(C#N)c1COC(=O)CNC(=O)c1ccccc1	?	8%	4%	-1%	8%	i	-23%	14%	0.7%
CCC1=C(OC(=O)N(CC)CC)N2C(=O)OC(=NCC3CC3)[C@]2(Cc2ccccc2)[C@H]2C1=CC[C@H]1C(=O)N(c3ccccc3)C(=O)[C@H]12	?	-16%	0%	-14%	-7%	?	-14%	-9%	0.8%
Cc1cc(C)cc(NC(=O)NCC(O)COc2ccc([N+](=O)[O-])cc2)c1 (centres undefined)	?	6%	8%	-3%	-9%	i	-29%	nt	2.1%
Cc1nc(SCC(=O)NC(=O)NC2CCCCC2)nc(C)c1C	2%	-4%	1%	0%	0%	i	0%	-17%	-0.5%
O=C(Cn1cc(C(F)(F)F)cc(Cl)c1=O)NCc1ccccc1	-4%	?	0%	5%	-26%	i	3%	35%[activator]	-0.3%
CC(=O)c1cc(-c2ccc(F)cc2)n(CCC(=O)Nc2nc3ccc(C)cc3s2)c1C	0%	nt	nt	-3%	nt	nt	-22%	nt	4.6%
CC(=O)NC(c1ccc(Cl)cc1)c1c(O)ccc2ccc(O)cc12 (centres undefined)	1%	-8%	-6%	1%	?	i	-22%	-7%	5.7%
C(=C\c1ccncc1)/c1ccncc1	-8%	7%	12%	-2%	-1%	i	-7%	5%	0.3%
C=CCn1c(SCC(=O)Nc2ccc3c(c2)OCO3)nc2ccccc2c1=O	-8%	-9%	?	-2%	2%	i	-27%	-2%	-0.1%
Cc1cc(C)c2sc(NC(=O)c3ccc(N4C(=O)CCC4=O)cc3)nc2c1	-18%	?	0%	-12%	8%	i	1%	nt	-0.7%
O=C(NCC1CC1)c1cccc2c1C(=O)c1ccc(-c3ccc(OC(F)(F)F)cc3)cc1S2(=O)=O	0%	3%	4%	6%	?	i	-20%	3%	-0.4%
CCOC(=O)C1=C(C)N(CC(C)C)C(=O)/C1=C\c1ccc(OCC(=O)Nc2ccccc2)cc1	-19%	-12%	14%	0%	-1%	i	-27%	-5%	9.5%
CC(=O)N1[C@H](Cc2ccccc2)C=C[C@]1(C)C(=O)NCCN1CCOCC1	-2%	21%	-24%	-1%	-2%	i	-1%	16%	-0.3%
Cn1c(SCC(=O)OC2CCCCC2)nnc1-c1ccco1	5%	12%	-2%	-14%	-1%	i	3%	1%	0.0%
CC(=O)c1cccc(NC(=O)c2cc(-c3cccs3)on2)c1	12%	?	5%	-4%	5%	i	0%	46%[activator]	?
CC1CN(C(=S)Nc2ccc(Br)cc2Cl)CC(C)O1 (centres undefined)	0%	3%	3%	6%	4%	i	-29%	-12%	1.4%
Cc1sc2ncnc(N)c2c1C	1%	2%	-1%	1%	15%	i	-22%	-7%	0.3%
CN1CCCCc2c1nc1c(c2N)CCCC1	-18%	-11%	27%	-8%	-2%	i	-31%	-3%	0.0%
CCOc1ccc(NC(=O)CN2CCN(CC(=O)Nc3cc(OC)cc(OC)c3)CC2)cc1	3%	nt	-3%	7%	11%	i	-5%	2%	8.1%
CCOc1ccccc1NC(=O)C1CCCN(C(=O)NCc2ccccc2)C1 (centres undefined)	-10%	14%	2%	1%	2%	i	0%	-4%	-0.2%
CCN(CC)S(=O)(=O)c1ccc(OC)c(NS(=O)(=O)Cc2ccccc2)c1	0%	-8%	-28%[9.22 µM]	-1%	0%	i	-19%	-21%	-0.5%
CC1CCN(c2nc3c(c(=O)[nH]c(=O)n3C)n2CCCc2ccccc2)CC1	-29%	-18%	-1%	-3%	-11%	i	-15%	-7%	0.4%
COc1ccc(N(Cc2cccs2)C(=O)COc2ccc([N+](=O)[O-])cc2)cc1	-12%	-23%	nt	-12%	nt	nt	-14%	nt	4.9%
